Assay outcomes (PubChem BioAssay)
INS-1E rescue: INS-1E beta cell protection from cytokine death; INS-1E cytokine-induced death, ATP luminescence, 48 h; normalised: neutral wells 0, positive control 100; protection from cytokine-induced ATP loss, % at 10 µM; 0.1% of 20,000 active; AID 488910;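 active = mean replicate protection from cytokine-induced ATP loss at least 50% and at least 75% of replicates each reaching 50%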
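Test system: INS-1E rat cells | Quantity: 8000 cells per well | Medium: Phenol-red-free RPMI with 5% fetal bovine serum | Reagent: Cytokine cocktail of IFN-γ, TNF-α and IL-1β | Doses: One compound concentration, pin transfer | Timing: 48 h co-treatment, 10 min post-lysis read | Technique: Luminescent ATP assay (CellTiter-Glo)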
T cruzi intra: inhibitors of intracellular Trypanosoma cruzi | intracellular Trypanosoma cruzi in host cells, plate reader | activity score (inhibition), % at 5.01 µM | 4.9% of 22,000 active; in the data active = activity score above about 55%;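 note: parasites and compound incubated about four days before reading; 0% = median of neutral control wells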
* marks the source's active call; other numbers are inactive results; nt = not tested or not shown.

Values run as follows: INS-1E rescue	T cruzi intra
C[C@@H]1CN([C@H](C)CO)C(=O)c2cc(NC(=O)CCCCCC(=O)Nc3ccccc3N)ccc2O[C@H]1CN(C)C(=O)Nc1ccc2c(c1)OCO2
    4.6	-29.4
COc1ccc(S(=O)(=O)N(C)C[C@@H]2Oc3ccc(NS(=O)(=O)c4ccc(Cl)cc4)cc3CC(=O)N([C@H](C)CO)C[C@@H]2C)cc1
    0.1	3.9
C[C@@H]1CN([C@H](C)CO)C(=O)Cc2cc(NC(=O)CCC(F)(F)F)ccc2O[C@@H]1CN(C)Cc1ccc(Cl)c(Cl)c1
    -77.9	50.3
Cc1noc(C)c1NC(=O)N(C)C[C@H]1Oc2ccc(NC(=O)Nc3ccc(C(F)(F)F)cc3)cc2CC(=O)N([C@@H](C)CO)C[C@H]1C
    -6.3	-8.4
COc1ccc(CN(C)C[C@@H]2Oc3c(NC(=O)Nc4cccc5ccccc45)cccc3C(=O)N([C@@H](C)CO)C[C@@H]2C)cc1
    -10.4	24.5
Cc1noc(C)c1NC(=O)Nc1ccc2c(c1)C(=O)N([C@H](C)CO)C[C@H](C)[C@@H](CN(C)S(=O)(=O)c1ccccc1)OCCCC[C@@H](C)O2
    3.8	-3.7
C[C@@H]1CN([C@H](C)CO)C(=O)Cc2cc(NS(C)(=O)=O)ccc2O[C@H]1CN(C)C(=O)Nc1ccc2c(c1)OCO2
    -0.8	-20.1
C[C@H]1CN([C@@H](C)CO)C(=O)Cc2cc(NS(C)(=O)=O)ccc2O[C@@H]1CN(C)Cc1ccc(C(=O)O)cc1
    2.3	-10.6
C[C@H]1CN([C@@H](C)CO)C(=O)c2cc(NC(=O)Nc3ccc4c(c3)OCO4)ccc2O[C@H]1CN(C)S(=O)(=O)c1cn(C)cn1
    -29.9	6.1
C[C@@H]1CN([C@@H](C)CO)C(=O)Cc2cc(N(C)C)ccc2O[C@@H]1CN(C)Cc1ccccc1
    -8.8	-4.0
O=C(N/N=C/c1ccc[nH]1)c1ccccn1
    -4.0	-29.3
C[C@H](CO)N1C[C@H](C)[C@H](CN(C)S(=O)(=O)c2ccc(C#N)cc2)Oc2ncc(C#Cc3ccccc3)cc2C1=O
    nt	39.9
C[C@H]1CN([C@@H](C)CO)C(=O)c2cccc(NS(=O)(=O)c3cn(C)cn3)c2O[C@H]1CN(C)Cc1ccc2c(c1)OCO2
    5.2	-10.3
C[C@H](CO)N1C[C@H](C)[C@H](CN(C)C(=O)Nc2ccc(C(F)(F)F)cc2)OCc2cn(nn2)CCCC1=O
    nt	-7.9
C[C@@H]1CN([C@H](C)CO)C(=O)c2cc(NC(=O)Nc3cccc4ccccc34)ccc2O[C@H]1CN(C)CC1CCCCC1
    nt	32.9
Cc1noc(C)c1NC(=O)Nc1cccc2c1O[C@H](CN(C)C(=O)Nc1c(C)noc1C)[C@H](C)CN([C@@H](C)CO)C2=O
    5.5	-33.1
C[C@H](CO)N1C[C@H](C)[C@@H](CN(C)Cc2ccc(C(F)(F)F)cc2)Oc2c(NS(=O)(=O)c3cn(C)cn3)cccc2C1=O
    1.5	-4.4
Cc1noc(C)c1NC(=O)Nc1ccc2c(c1)CC(=O)N([C@H](C)CO)C[C@H](C)[C@H](CN(C)Cc1ccncc1)O2
    6.5	-4.6
C[C@@H]1CN([C@@H](C)CO)C(=O)c2cccc(NS(=O)(=O)c3ccc(Cl)cc3)c2O[C@H]1CN(C)Cc1ccc(Cl)c(Cl)c1
    3.7	17.0
CNC[C@@H]1Oc2ccc(NC(=O)Nc3cccc4ccccc34)cc2C(=O)N([C@@H](C)CO)C[C@@H]1C
    nt	-14.6
C[C@@H]1CCCCO[C@H](CN(C)CC2CCCCC2)[C@@H](C)CN([C@H](C)CO)C(=O)c2cc(NC(=O)Nc3ccccc3)ccc2O1
    -13.8	38.6
CC(C)NC(=O)N(C)C[C@H]1Oc2ccc(NC(=O)CCC(F)(F)F)cc2C(=O)N([C@H](C)CO)C[C@@H]1C
    5.7	-5.4
C[C@@H]1CN([C@@H](C)CO)C(=O)c2cc(NC(=O)Nc3ccc(F)cc3)ccc2O[C@@H]1CN(C)C(=O)Nc1cccc2ccccc12
    -5.1	-0.6
C[C@H]1CN([C@@H](C)CO)C(=O)Cc2cc(NC(=O)Cn3cnnn3)ccc2O[C@@H]1CN(C)C(=O)Nc1ccc(F)cc1
    -2.2	-6.3
C[C@H]1CN([C@@H](C)CO)C(=O)c2cc(NC(=O)Cc3ccccc3)ccc2O[C@H]1CN(C)Cc1ccc(C(=O)Nc2ccccc2N)cc1
    5.1	47.3
C[C@@H]1CN([C@@H](C)CO)C(=O)c2cc(NC(=O)c3ccncc3)ccc2O[C@@H]1CN(C)C(=O)NC1CCCCC1
    1.3	10.7
COc1ccc(CN(C)C[C@@H]2Oc3ccc(NC(=O)NC4CCCCC4)cc3CC(=O)N([C@@H](C)CO)C[C@@H]2C)cc1
    2.8	5.1
O=C(N/N=C/c1ccc(OCCO)cc1)c1ccccc1O
    -11.0	-1.4
C[C@H]1CN([C@@H](C)CO)C(=O)c2cc(NS(=O)(=O)c3cccs3)ccc2O[C@H]1CN(C)Cc1ccc(-c2ccccc2)cc1
    -15.6	22.1
C[C@@H]1CN([C@@H](C)CO)C(=O)c2cc(NS(=O)(=O)c3cn(C)cn3)ccc2O[C@@H]1CN(C)S(=O)(=O)c1cn(C)cn1
    -4.4	-5.1
COc1ccc(CN(C)C[C@@H]2Oc3ccc(NC(=O)Nc4ccc(C(F)(F)F)cc4)cc3C(=O)N([C@H](C)CO)C[C@@H]2C)cc1
    -17.5	6.8
C[C@@H]1CN([C@@H](C)CO)C(=O)c2cccc(NC(=O)c3nc4ccccc4s3)c2O[C@H]1CN(C)C(=O)Nc1ccc(C(F)(F)F)cc1
    -10.7	83.9*
CC(C)NC(=O)Nc1cccc2c1O[C@H](CN(C)Cc1ccc(Cl)c(Cl)c1)[C@H](C)CN([C@@H](C)CO)C2=O
    -8.5	-3.4
C[C@H]1CN([C@@H](C)CO)C(=O)c2cccc(NC(=O)c3ccc(-c4nccs4)cc3)c2O[C@@H]1CN(C)S(=O)(=O)c1ccc(Cl)cc1
    1.5	16.1
C[C@H]1CN([C@@H](C)CO)C(=O)Cc2cc(NC(=O)Cn3cnnn3)ccc2O[C@H]1CN(C)C(=O)Nc1ccc(C(F)(F)F)cc1
    1.1	-14.9
CC(C)NC(=O)N(C)C[C@H]1Oc2ccc(NC(=O)C3CC3)cc2C(=O)N([C@@H](C)CO)C[C@@H]1C
    11.5	-2.1
C[C@@H]1CN([C@@H](C)CO)C(=O)c2cc(NC(=O)Nc3ccc4c(c3)OCO4)ccc2O[C@@H]1CN(C)Cc1ccc(C(=O)O)cc1
    6.5	-10.2
C[C@@H]1CN([C@@H](C)CO)C(=O)c2cc(N(C)C)ccc2O[C@@H]1CN(C)C(=O)Nc1ccc(F)cc1
    -3.8	-4.5
Cc1noc(C)c1NC(=O)Nc1ccc2c(c1)CC(=O)N([C@@H](C)CO)C[C@H](C)[C@H](CN(C)Cc1ccc3c(c1)OCO3)O2
    -6.2	-5.1
C[C@@H]1CN([C@H](C)CO)C(=O)c2cccc(NC(=O)Nc3ccccc3)c2O[C@@H]1CN(C)Cc1ccc(C(F)(F)F)cc1
    -37.9	-6.0
Cc1ccc(S(=O)(=O)N(C)C[C@H]2OCc3cn(nn3)CCCC(=O)N([C@@H](C)CO)C[C@H]2C)cc1
    nt	-14.4
C[C@H]1CN([C@@H](C)CO)C(=O)Cc2cc(NC(=O)Nc3ccc(F)cc3)ccc2O[C@@H]1CN(C)C
    -1.9	-6.0
O=C(CCCCCCC(=O)Nc1ccccc1O)N/N=C/c1cc(F)ccc1O
    -4.3	37.1
COc1ccc(S(=O)(=O)Nc2ccc3c(c2)CC(=O)N([C@@H](C)CO)C[C@H](C)[C@H](CN(C)S(=O)(=O)c2cccs2)O3)cc1
    3.0	-7.4
C[C@@H]1CN([C@@H](C)CO)C(=O)c2cccc(N(C)C)c2O[C@@H]1CN(C)S(=O)(=O)c1cn(C)cn1
    10.7	-5.4
CC(C)NC(=O)Nc1ccc2c(c1)CC(=O)N([C@H](C)CO)C[C@@H](C)[C@H](CN(C)C)O2
    12.2	10.4
COc1ccc(NC(=O)Nc2ccc3c(c2)C(=O)N([C@@H](C)CO)C[C@H](C)[C@@H](CN(C)Cc2ccc(Cl)c(Cl)c2)O3)cc1
    13.6	9.2
CC(C)NC(=O)N(C)C[C@H]1Oc2c(NC(=O)Nc3ccc(F)cc3)cccc2C(=O)N([C@H](C)CO)C[C@@H]1C
    9.7	-4.1
C[C@@H]1CN([C@@H](C)CO)C(=O)Cc2cc(NC(=O)CCN3CCOCC3)ccc2O[C@@H]1CN(C)Cc1ccncc1
    2.7	0.2
C[C@@H]1CCCCO[C@@H](CN(C)C(=O)c2ccncc2)[C@@H](C)CN([C@H](C)CO)C(=O)c2cc(NC(=O)CCCCCC(=O)Nc3ccccc3N)ccc2O1
    1.8	-35.9
C[C@H](CO)N1C[C@H](C)[C@H](CN(C)C(=O)Nc2ccc(C(F)(F)F)cc2)Oc2ccc(NS(=O)(=O)c3cn(C)cn3)cc2C1=O
    nt	-18.7
C[C@H](CO)N1C[C@H](C)[C@H](CN(C)Cc2ccncc2)Oc2ccc(NC(=O)c3ccncc3)cc2C1=O
    nt	-0.9
Cc1ccc(S(=O)(=O)N(C)C[C@H]2Oc3c(NC(=O)NC4CCCCC4)cccc3C(=O)N([C@@H](C)CO)C[C@H]2C)cc1
    -2.7	20.7
COc1ccc(S(=O)(=O)Nc2cccc3c2O[C@@H](CN(C)Cc2ccc(-c4ccccc4)cc2)[C@@H](C)CN([C@@H](C)CO)C3=O)cc1
    -39.4	52.6
Cc1noc(C)c1NC(=O)Nc1ccc2c(c1)CC(=O)N([C@@H](C)CO)C[C@H](C)[C@@H](CN(C)S(=O)(=O)c1ccccc1)O2
    -1.1	-15.3
C[C@@H]1CN([C@H](C)CO)C(=O)c2cc(NC(=O)CCC(F)(F)F)ccc2O[C@@H]1CN(C)S(=O)(=O)c1ccccc1
    3.0	12.7
CC(C)NC(=O)N(C)C[C@@H]1Oc2ccc(NC(=O)Nc3cccc4ccccc34)cc2C(=O)N([C@@H](C)CO)C[C@H]1C
    5.0	-1.8
C[C@H](CO)N1C[C@H](C)[C@H](CN(C)Cc2ccncc2)Oc2ccc(NS(C)(=O)=O)cc2CC1=O
    -0.1	-13.4
C[C@H](CO)N1C[C@H](C)[C@@H](CN(C)Cc2ccncc2)Oc2c(NS(=O)(=O)c3cn(C)cn3)cccc2C1=O
    2.2	-19.1
C[C@H]1CN([C@@H](C)CO)C(=O)c2cc(NC(=O)Cn3cnnn3)ccc2O[C@@H]1CN(C)S(C)(=O)=O
    14.3	-7.3

Carrying on:
Values run as follows: INS-1E rescue	T cruzi intra
C[C@@H]1CN([C@@H](C)CO)C(=O)Cc2cc(NC(=O)NC3CCCCC3)ccc2O[C@@H]1CN(C)C(=O)Nc1ccccc1
    1.5	0.7
C[C@H]1CN([C@@H](C)CO)C(=O)c2cccc(NC(=O)c3nc4ccccc4s3)c2O[C@H]1CN(C)Cc1ccc(-c2ccccc2)cc1
    -23.3	22.8
COc1ccc(NC(=O)Nc2ccc3c(c2)C(=O)N([C@H](C)CO)C[C@H](C)[C@@H](CN(C)C(=O)NC2CCCCC2)OCCCC[C@@H](C)O3)cc1
    14.1	-13.4
C[C@@H]1CN([C@@H](C)CO)C(=O)c2cccc(NS(=O)(=O)c3ccccc3)c2O[C@@H]1CN(C)S(C)(=O)=O
    0.0	-31.3
Cc1ccsc1/C=N/NC(=O)CCCCCCC(=O)O
    4.5	-4.8
CC(C)NC(=O)Nc1ccc2c(c1)C(=O)N([C@@H](C)CO)C[C@@H](C)[C@H](CN(C)Cc1ccccc1)O2
    -1.5	-9.0
Cc1noc(C)c1S(=O)(=O)Nc1ccc2c(c1)C(=O)N([C@@H](C)CO)C[C@H](C)[C@H](CN(C)S(=O)(=O)c1cn(C)cn1)O2
    nt	-8.5
C[C@H]1CN([C@@H](C)CO)C(=O)c2cccc(NC(=O)Nc3ccccc3)c2O[C@H]1CN(C)Cc1ccc2c(c1)OCO2
    -3.5	-5.7
C[C@@H]1CN([C@H](C)CO)C(=O)CCCn2cc(nn2)CO[C@H]1CN(C)C(=O)NC1CCCCC1
    nt	-11.4
C[C@H]1CN([C@@H](C)CO)C(=O)c2cccc(NC(=O)c3cnccn3)c2O[C@@H]1CN(C)Cc1ccncc1
    14.4	-10.9
CNC[C@@H]1Oc2c(NC(=O)Nc3cccc4ccccc34)cccc2C(=O)N([C@@H](C)CO)C[C@H]1C
    4.4	-6.3
Cc1noc(C)c1NC(=O)Nc1ccc2c(c1)C(=O)N([C@H](C)CO)C[C@H](C)[C@H](CN(C)C(=O)c1ccccc1)OCCCC[C@@H](C)O2
    9.1	-36.5

Pulled by structure from above (three):
Values run as follows: INS-1E rescue	T cruzi intra
CC(C)NC(=O)Nc1ccc2c(c1)CC(=O)N([C@H](C)CO)C[C@@H](C)[C@H](CN(C)C)O2
    12.2	10.4
C[C@@H]1CN([C@@H](C)CO)C(=O)c2cc(NC(=O)c3ccncc3)ccc2O[C@@H]1CN(C)C(=O)NC1CCCCC1
    1.3	10.7
C[C@H]1CN([C@@H](C)CO)C(=O)c2cccc(NC(=O)c3ccc(-c4nccs4)cc3)c2O[C@@H]1CN(C)S(=O)(=O)c1ccc(Cl)cc1
    1.5	16.1

Only part of the results is shown, so the mix of outcomes need not match the whole.
